# Screening data: PubChem BioAssay, Sanford-Burnham Center for Chemical Genomics
# TIM10 inh: growth inhibitors of TIM10 yeast strain; inhibition, % at 10 µM; actives 1.4% (n = 330,000); S. cerevisiae TIM10 strain growth, BacTiter-Glo luminescence, 24 h;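 active means inhibition of 40% or more at the single tested concentration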;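 further: wild-type TIM10 isogenic control strain grown at permissive 25 °C; 0% = DMSO yeast wells and 100% = minimal medium wells without yeast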
# CXCR6 inh: inhibitors of human CXCR6 receptor; CHO-K1 PathHunter CXCR6 beta-arrestin, luminescence; actives 0.36% (n = 360,000); O00574; AID 602244; inhibition, % at 20 µM; in the data active means inhibition above about 34%, passing the limit was not always enough;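 further: antagonist mode with CXCL16 agonist at 10 nM final; 0% = 10 nM CXCL16 with DMSO and 100% = unstimulated wells without agonist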
# Mdm2 MdmX PPI: human Mdm2/MdmX binding inhibition. O15151+Q00987. SaOS-2 split-luciferase Mdm2/MdmX complementation, luminescence. inhibition, % at 8 µM. actives 3% (n = 330,000). AID 485346;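 active means inhibition of at least 50% at 8 µM in the primary screen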
# Target sequence (O15151 whole entry, looked up): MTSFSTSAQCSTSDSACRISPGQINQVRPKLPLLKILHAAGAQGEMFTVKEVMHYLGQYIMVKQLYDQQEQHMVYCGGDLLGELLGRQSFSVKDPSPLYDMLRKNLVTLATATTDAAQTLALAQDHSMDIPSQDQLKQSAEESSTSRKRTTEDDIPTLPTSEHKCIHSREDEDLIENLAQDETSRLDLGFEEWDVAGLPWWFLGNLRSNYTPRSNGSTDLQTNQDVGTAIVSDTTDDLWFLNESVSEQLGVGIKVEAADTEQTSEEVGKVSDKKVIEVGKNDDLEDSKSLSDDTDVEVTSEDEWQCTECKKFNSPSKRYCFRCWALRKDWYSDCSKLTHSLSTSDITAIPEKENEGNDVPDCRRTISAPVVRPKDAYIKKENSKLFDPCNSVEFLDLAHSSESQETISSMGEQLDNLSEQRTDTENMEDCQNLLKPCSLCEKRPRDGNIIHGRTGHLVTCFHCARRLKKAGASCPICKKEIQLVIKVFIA
# Target sequence (Q00987 whole entry, looked up): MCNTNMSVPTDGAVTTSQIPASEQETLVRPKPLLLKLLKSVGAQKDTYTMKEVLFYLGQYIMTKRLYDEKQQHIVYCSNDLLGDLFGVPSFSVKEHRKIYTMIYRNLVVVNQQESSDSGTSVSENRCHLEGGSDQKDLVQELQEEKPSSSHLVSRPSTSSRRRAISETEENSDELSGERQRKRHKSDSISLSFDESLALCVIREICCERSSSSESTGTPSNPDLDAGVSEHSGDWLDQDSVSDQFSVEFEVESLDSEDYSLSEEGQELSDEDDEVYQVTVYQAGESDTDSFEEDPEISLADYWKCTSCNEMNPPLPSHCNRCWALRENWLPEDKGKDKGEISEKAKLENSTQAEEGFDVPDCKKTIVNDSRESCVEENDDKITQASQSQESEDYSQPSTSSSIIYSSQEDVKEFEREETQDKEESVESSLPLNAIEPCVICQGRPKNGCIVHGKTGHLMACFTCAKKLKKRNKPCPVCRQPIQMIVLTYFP
# UPR XBP1 act: activators of adaptive arm of unfolded protein response (XBP1); actives 0.33% (n = 330,000); CHO-XBP1 luciferase reporter, IRE1-XBP1 UPR activation, luminescence; percent of tunicamycin response, DMSO as zero; AID 463104; activation, % at 20 µM;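 active means versus positive control, 20 µM dose yields 30% or more activation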;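 further: 100% = tunicamycin at 10 µg/mL and 0% = DMSO only wells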
#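 Material – CHO cell line with stable XBP1 luciferase reporter · Buffer or medium – F12 plus 10% FBS · Compound – single point, 20 µM final compound, 1% DMSO · Schedule – 16-18 h cell attachment at 37 °C, then 6 h compound exposure · Signal – Steady-Glo luminescence read · Benchmarks – high control tunicamycin 10 µg/mL final, low control DMSO vehicle only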
# CHOP UPR activ: apoptotic UPR (CHOP) activation; AID 449763; activation, % at 10 µM; CHO-CHOP luciferase reporter, luminescence; percent of tunicamycin response over DMSO baseline; actives 0.34% (n = 330,000);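 active means at 10 µM dose, activation of 40% or more, normalized to positive control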;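 further: 100% = tunicamycin at 10 µg/mL and 0% = DMSO alone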
#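 measured by = luciferase luminescence | assay system = CHO-CHOP cells, stable luciferase reporter of PERK-eIF2a-CHOP signalling | amount = 500 reporter cells seeded per well | timing = 6 h compound exposure at 37 °C after overnight seeding | controls = positive tunicamycin 10 µg/mL, negative DMSO alone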
# APJ ag: agonists of human APJ apelin receptor; activation, % at 20 µM; actives 0.11% (n = 330,000); P35414; CHO-K1 APJ PathHunter beta-arrestin, luminescence; 0% DMSO wells, 100% apelin;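 active means activation more than six SD over the plate average, tested at 20 µM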;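 further: 0% = DMSO alone and 100% = apelin-13 at 10 nM; some results filed as inactive read as strong as hits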
#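 Test system – PathHunter CHO-K1 APJ (AGTRL-1) beta-arrestin reporter cells · Input – 1000 cells/well · Compound – single test compound dose, 20 µM final, 1% DMSO · Times – compound stimulation 90 min at 25 °C, detection 60 min · Technique – beta-gal luminescence · Read-out basis – APJ–arrestin association signal · Control set – negative DMSO alone, positive Apelin-13 at 10 nM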
# APJ antag: blocks the human apelin receptor APJ | P35414 | inhibition, % at 20 µM | actives 0.32% (n = 330,000) | CHO-K1 APJ beta-arrestin complementation, luminescence;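 active means inhibition above about 40% at 20 µM, limit read from the data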;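 further: cells challenged with 10 nM apelin-13 agonist together with compound; plate controls were apelin-13 plus DMSO wells for no effect and DMSO wells lacking apelin-13 for full effect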
# tim10-1 inh: inhibits growth of tim10-1 mutant yeast; S. cerevisiae tim10-1 ts strain growth, BacTiter-Glo, 24 h; inhibition, % at 20 µM; actives 2.2% (n = 330,000); AID 463190;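 active means inhibition of at least 40%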;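 further: mutant grown at 25 °C; 0% = DMSO wells with yeast and 100% = wells holding no yeast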
# tim23-1 inh: growth inhibitors of tim23-1 mutant yeast. S. cerevisiae tim23-1 growth, BacTiter-Glo luminescence, 24 h. inhibition, % at 20 µM. actives 1.3% (n = 330,000). AID 463212;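 active means growth inhibition of the mutant yeast at or above 50%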;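 further: temperature-sensitive mutant grown at 25 °C; plate controls were DMSO-treated mutant yeast for no effect and medium wells lacking yeast for full effect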
# Numbers without * were called inactive; nt = not tested or not shown.
SMILES,TIM10 inh,CXCR6 inh,Mdm2 MdmX PPI,UPR XBP1 act,CHOP UPR activ,APJ ag,APJ antag,tim10-1 inh,tim23-1 inh
COc1ccc(NC(=O)c2ccc3ccccc3n2)cc1S(=O)(=O)N1CCCCC1,21,4,-2,2,3.5,2,3,34,27
CC(C)COC(=O)NCCOC(=O)Nc1cccc(Cl)c1,14,-8,32,-1,3.8,-2,2,15,3
CN(C)CC#CCC(O)(c1ccccc1)c1ccccc1,4,-4,20,-4,-0.2,-1,-19,-14,2
CCOc1cc(/C=N/NC(N)=O)ccc1OCC(=O)Nc1ccc(C)c(C)c1,13,1,-15,4,0.0,7,12,15,-7
CCOC(=O)C1Nc2c(F)cc(C)cc2C2C=CCC12 (stereo unspecified),5,nt,14,0,-0.3,10,-6,26,22
O=C(NCc1ccc2c(c1)OCO2)c1ccc(NC(=O)C2CCCO2)cc1 (stereo unspecified),7,-2,16,-1,0.4,-2,10,4,6
Cc1[nH]c2ccccc2c1CCNC(=O)c1ccc2c(c1[N+](=O)[O-])C(=O)c1ccccc1C2=O,45*,-4,69*,-3,5.9,7,-69,31,37
CCN(CC)S(=O)(=O)c1cccc(C(=O)N/N=C/c2ccc(N3CCOCC3)cc2)c1,7,4,6,-3,-0.4,-1,-13,8,-6
C[C@H](NC(=O)Nc1cccc(Br)c1)C(=O)O,7,3,23,-2,0.4,-1,1,0,2
COc1ccc(OCC(=O)Nc2cc(S(=O)(=O)N3CCCC3)ccc2Cl)cc1,-10,5,17,2,1.0,-3,3,-8,-4
CCOC(=O)c1nc(-c2ccccc2)oc1N(C)C,7,4,11,0,2.1,-1,14,7,13
CC(O)[C@H]1CNC(=O)C(=O)N1CC(C)(C)C (stereo partly specified),8,-3,-2,-1,-0.7,-4,16,-18,-3
O=C(c1ccc(OCC2CCCO2)cc1)N1CCc2ccccc2C1 (stereo unspecified),-11,0,17,-1,3.1,0,-10,24,13
FC(F)(F)c1nnc2c3ccccc3c(Cl)nn12,11,1,64*,4,-0.3,-3,-15,18,18
Cc1ccccc1OCC(=O)NN1CCN(C)CC1,-13,0,-7,-3,0.3,6,1,2,9
COc1ccc(-c2csc3ncnc(Sc4nnnn4C)c23)cc1,18,4,68*,0,1.3,0,12,13,25
CC(C)CC(=O)Nc1ccc(N2CCN(S(C)(=O)=O)CC2)cc1,-1,-3,22,8,0.0,0,-8,7,11
Cc1ccccc1CN(C)c1ccc(S(=O)(=O)N2CCN(C)CC2)cn1,1,-1,12,-2,-0.1,-3,-3,-7,-3
CN(C)C(=S)Nc1cccc(C(F)(F)F)c1,16,8,2,-1,4.0,1,-26,6,25
COc1cccc(C(=O)Nc2ccc(NC(=O)c3ccco3)cn2)c1,-5,7,-37,1,1.0,0,-4,-19,8

# Laid out differently: results already given.
Cc1ccccc1OCC(=O)NN1CCN(C)CC1
  TIM10 inh: -13
  CXCR6 inh: 0
  Mdm2 MdmX PPI: -7
  UPR XBP1 act: -3
  CHOP UPR activ: 0.3
  APJ ag: 6
  APJ antag: 1
  tim10-1 inh: 2
  tim23-1 inh: 9
CC(O)[C@H]1CNC(=O)C(=O)N1CC(C)(C)C (stereo partly specified)
  TIM10 inh: 8
  CXCR6 inh: -3
  Mdm2 MdmX PPI: -2
  UPR XBP1 act: -1
  CHOP UPR activ: -0.7
  APJ ag: -4
  APJ antag: 16
  tim10-1 inh: -18
  tim23-1 inh: -3
CC(C)CC(=O)Nc1ccc(N2CCN(S(C)(=O)=O)CC2)cc1
  TIM10 inh: -1
  CXCR6 inh: -3
  Mdm2 MdmX PPI: 22
  UPR XBP1 act: 8
  CHOP UPR activ: 0.0
  APJ ag: 0
  APJ antag: -8
  tim10-1 inh: 7
  tim23-1 inh: 11
Cc1ccccc1CN(C)c1ccc(S(=O)(=O)N2CCN(C)CC2)cn1
  TIM10 inh: 1
  CXCR6 inh: -1
  Mdm2 MdmX PPI: 12
  UPR XBP1 act: -2
  CHOP UPR activ: -0.1
  APJ ag: -3
  APJ antag: -3
  tim10-1 inh: -7
  tim23-1 inh: -3

# Continuation.
SMILES,TIM10 inh,CXCR6 inh,Mdm2 MdmX PPI,UPR XBP1 act,CHOP UPR activ,APJ ag,APJ antag,tim10-1 inh,tim23-1 inh
Cc1cc(CN2CCOCC2)c(O)c(C2(C)CCCCC2)c1,-14,-6,11,3,-3.7,-2,13,8,8
CN(C)c1ncccc1-c1nc2ccccc2s1,-17,4,-24,0,-0.9,1,15,0,7
O=C1Nc2ccccc2C12OCCS2 (stereo unspecified),-9,nt,4,-3,-0.8,3,4,3,14
CN(Cc1ccsc1)C(=O)Cn1cc(Br)ccc1=O,0,-2,-35,-1,2.9,0,15,0,1
COc1cc2c3c(c1)C(C)=CC(C)(C)N3C(=O)C2=O,12,2,56*,12,1.9,-4,9,41*,57*
COc1ccccc1CCN1C(=S)NC(C)(C)CC1(C)O (stereo unspecified),19,4,3,-4,-1.9,0,-1,18,28
CCOCCc1nnc(N)s1,-12,-8,7,1,-1.2,-1,20,-12,11
CC(=O)c1c(C)[nH]c(C(=O)Nc2ccc(C)c(C)c2)c1C,20,2,-68,-1,6.0,-7,5,31,16
Oc1ccc(N2CCN(C(c3cccs3)c3nnnn3CCc3ccccc3)CC2)cc1 (stereo unspecified),27,4,28,1,0.0,10,-6,24,17
COc1ccccc1CNC(=O)CN(CCc1ccccc1)S(C)(=O)=O,18,-2,-3,-3,0.8,-1,-2,31,25

# Complete entries, quoted from the list. Screens in order: TIM10 inh	CXCR6 inh	Mdm2 MdmX PPI	UPR XBP1 act	CHOP UPR activ	APJ ag	APJ antag	tim10-1 inh	tim23-1 inh
# Entry for `CN(C)c1ncccc1-c1nc2ccccc2s1` : -17	4	-24	0	-0.9	1	15	0	7
# Entry for `CN(Cc1ccsc1)C(=O)Cn1cc(Br)ccc1=O` : 0	-2	-35	-1	2.9	0	15	0	1
# Entry for `CCOCCc1nnc(N)s1` : -12	-8	7	1	-1.2	-1	20	-12	11
# Entry for `COc1ccccc1CCN1C(=S)NC(C)(C)CC1(C)O` (stereo unspecified) : 19	4	3	-4	-1.9	0	-1	18	28
# Entry for `Cc1cc(CN2CCOCC2)c(O)c(C2(C)CCCCC2)c1` : -14	-6	11	3	-3.7	-2	13	8	8

# 3 compounds already listed, ordered by the value under CXCR6 inh, lowest first:
Structure	CXCR6 inh
COc1ccccc1CNC(=O)CN(CCc1ccccc1)S(C)(=O)=O	-2
CC(=O)c1c(C)[nH]c(C(=O)Nc2ccc(C)c(C)c2)c1C	2
Oc1ccc(N2CCN(C(c3cccs3)c3nnnn3CCc3ccccc3)CC2)cc1 (stereo unspecified)	4

# Following part.
SMILES,TIM10 inh,CXCR6 inh,Mdm2 MdmX PPI,UPR XBP1 act,CHOP UPR activ,APJ ag,APJ antag,tim10-1 inh,tim23-1 inh
O=C(CSc1nccn1-c1ccccc1)NCc1ccc2c(c1)OCO2,-10,-3,10,-3,-0.6,2,2,12,13
O=c1nc(SCc2c(F)cccc2Cl)nc(-c2ccccc2)[nH]1,18,nt,18,-4,-0.5,-3,-1,11,3
CC(C(=O)N1CCN(c2ccccc2)CC1)c1ccc([N+](=O)[O-])cc1 (stereo unspecified),-7,-1,12,0,0.3,-2,12,12,12
COc1cccc(-n2c(Cc3cc(=O)[nH]c(=O)[nH]3)nnc2SCC(=O)Nc2ccccc2)c1,9,-6,7,2,-0.1,-3,17,8,13
O=C1NC2=C(C(=O)CCC2)C(c2ccc(OC(F)F)cc2)N1 (stereo unspecified),-8,2,-5,-1,-1.7,3,15,15,10
Cn1c(=O)c2sccc2n2c(CCCC(=O)Nc3ccc(F)cc3F)nnc12,-28,0,-4,-1,-1.3,-1,-29,-1,5
Cc1ccc(OCC(=O)Nc2ccccc2-c2ccccc2)cc1,4,-8,10,-4,-1.2,-1,9,30,17
CC(NC(=O)c1ccccc1F)c1nnc(SCC(=O)NC2CCCCC2)n1C (stereo unspecified),11,-2,12,0,-1.6,-1,-3,-24,3
Cc1ccc(-c2cc(C(F)F)nc3sc4c(=O)[nH]cnc4c23)cc1,0,-1,71*,44*,26,-2,-7,8,13
COc1cccc(/C=N/n2cnc3cc(C)c(C)cc32)c1OC,42*,-6,31,7,0.9,-2,13,35,27
C/C(=N\OC(=O)c1ccc(OC(C)C)cc1)c1ccc(C)c(C)c1,16,2,15,0,3.1,1,-3,31,18
Cn1c(=O)c2c(nc(N3CCOCC3)n2CCNC2=NCCC2)n(C)c1=O,-8,11,11,-3,-2.8,5,-9,10,16
Cc1cccc(N2CCN(C(=O)c3cccc(S(=O)(=O)N4CCOCC4)c3)CC2)c1C,-1,-4,34,-4,-0.2,-4,13,16,20
CC1CCN(C(=O)C2CCN(c3ncnc4c3nc3n4CCCCC3)CC2)CC1,4,1,-20,-4,1.4,2,13,9,12
O=C(NCc1cccnc1)c1cccs1,3,-8,-24,-1,1.8,-3,-9,3,5
O=C(NCCC(=O)N1CCCC1)c1ccccc1Cl,-3,-10,-5,0,1.2,-3,2,-12,-9
CN(Cc1cccc(F)c1)C(=O)c1ccc2c(=O)n3c(nc2c1)CCC3,0,1,6,0,0.8,-6,-2,12,21
CC(C)(C)OC(=O)C[C@H]1C/C=C\C[C@H](CC(=O)N(CCO)Cc2ccccc2)C(=O)N2CCC[C@H]2COC1=O,-3,0,-18,0,1.0,-3,7,8,11
CCOC(=O)c1[nH]c(C)c(C(=O)c2ccc(C)cc2)c1C,0,4,45,9,1.8,1,2,-9,-30
COc1ccc(CCNC(=O)C2CCC(CNS(=O)(=O)c3ccc(F)cc3)CC2)cc1OC (stereo unspecified),4,-2,14,1,-0.9,-3,8,13,-26
O=C(O)CC(NC(=O)C1c2ccccc2Oc2ccccc21)c1ccc(Cl)cc1 (stereo unspecified),-7,4,-4,4,-0.3,0,-6,4,16
O=C(Nc1ccc(N2C(=O)C3C4C=CC(C4)C3C2=O)cc1)Nc1cccnc1 (stereo unspecified),12,-2,-17,3,-1.7,-3,2,-9,16
CCOC(=O)c1cc(-c2ccccc2C)n(CC2CC(c3ccc(OC)cc3)=NO2)n1 (stereo unspecified),7,-2,-14,0,-0.9,-1,8,25,34
Cn1cnnc1SCC(=O)c1cc2ccccc2oc1=O,14,1,15,0,0.2,4,4,17,19
Cc1cccc(N2CCN(C(=O)C(Cc3ccccc3)n3cccc3)CC2)c1C (stereo unspecified),8,7,42,-2,-0.5,-4,8,20,23
COc1ccc(NC(=O)CSc2nnc(NC(=O)c3ccco3)s2)cc1OC,4,0,0,-3,-1.3,-2,19,-6,4
O=C1CC(c2ccco2)Cc2c1cnn2-c1nc2ccccc2s1 (stereo unspecified),11,3,50*,-2,-0.5,-1,0,0,-3

# A portion of the library; rates above refer to the full screens.
